Screens (PubChem BioAssay)
SENP7 block: blocks the human protease SENP7 | AID 434973 | 1.5% of 330,000 active | Q9BQF6 | inhibition, % at 5 µM | recombinant SENP7, Z-RLRGG-aminoluciferin luminescence, 40 min;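 active = inhibition above about 50% at the single test dose, limit read from the data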;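 note: plate controls were DMSO with enzyme for no effect and no enzyme buffer wells for full effect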
Target sequence (Q9BQF6 706-1050 limits assumed): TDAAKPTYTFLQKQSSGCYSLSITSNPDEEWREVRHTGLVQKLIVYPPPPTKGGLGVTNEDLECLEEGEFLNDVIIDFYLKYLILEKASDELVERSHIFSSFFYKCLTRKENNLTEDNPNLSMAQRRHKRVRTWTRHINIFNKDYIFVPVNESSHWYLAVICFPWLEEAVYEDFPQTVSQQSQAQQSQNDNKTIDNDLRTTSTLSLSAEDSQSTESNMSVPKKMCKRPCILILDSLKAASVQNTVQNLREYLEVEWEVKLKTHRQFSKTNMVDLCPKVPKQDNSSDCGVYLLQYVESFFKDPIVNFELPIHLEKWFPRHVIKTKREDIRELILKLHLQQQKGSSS
SENP8 block-1: blocks the human protease SENP8; Q96LD8; purified SENP8, Z-RLRGG-aminoluciferin cleavage, luminescence; inhibition, % at 10 µM; 1.2% of 330,000 active; AID 2540; in the data active = inhibition above about 50%
HKDC1 inh: inhibitors of human hexokinase HKDC1; inhibition, % at 20 µM; AID 493160; recombinant HKDC1, G6PDH/diaphorase resazurin coupled fluorescence; Q2TB90; 0.16% of 340,000 active;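 active = inhibition above about 35% when tested at 20 µM, limit read from the data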;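 note: plate controls were DMSO wells with enzyme for no effect and DMSO wells lacking enzyme for full effect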
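Test system: recombinant HKDC1 (HK5) hexokinase enzyme, produced in-house; Amount: enzyme 5 µg/mL final; Buffer or medium: Tris pH 8.0 buffer with MgCl2, Tween-20, BSA, BME; Reagent: glucose and ATP substrates; Doses: 20 µM test compound, 1% DMSO; Incubation: 90 min reaction incubation at room temperature, dark; Detection: resorufin fluorescence at 613 nm.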
SENP6 inh: SENP6 protease inhibition; Recombinant SENP6 catalytic domain, aminoluciferin luminescence; inhibition, % at 10 µM; 1.8% of 330,000 active; AID 2599;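 active = inhibition above about 50% at the single tested dose, limit read from the data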;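 note: plate controls were DMSO wells with enzyme for no effect and DMSO wells lacking enzyme for full effect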
Target sequence (Q9GZR1 628-1112 limits assumed): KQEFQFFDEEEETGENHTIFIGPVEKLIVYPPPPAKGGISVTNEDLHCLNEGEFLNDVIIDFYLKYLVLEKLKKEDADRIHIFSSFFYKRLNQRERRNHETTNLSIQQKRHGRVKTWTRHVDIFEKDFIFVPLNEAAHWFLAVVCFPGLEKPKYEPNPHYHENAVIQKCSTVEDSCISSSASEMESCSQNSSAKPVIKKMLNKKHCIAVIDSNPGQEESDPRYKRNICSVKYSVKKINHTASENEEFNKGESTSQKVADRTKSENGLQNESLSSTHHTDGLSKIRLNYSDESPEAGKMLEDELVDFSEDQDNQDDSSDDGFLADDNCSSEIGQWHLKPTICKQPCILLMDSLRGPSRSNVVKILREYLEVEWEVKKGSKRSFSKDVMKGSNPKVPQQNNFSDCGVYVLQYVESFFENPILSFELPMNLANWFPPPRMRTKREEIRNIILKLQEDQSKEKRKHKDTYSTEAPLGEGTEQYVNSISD
Apaf1 inhib: human Apaf-1 inhibition; O14727; inhibition, % at 20 µM; reconstituted apoptosome caspase-3 activity, DEVD-Rh110 fluorescence; 0.71% of 330,000 active; AID 489030; active = inhibition of at least 40% at 20 µM;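 note: plate controls were DMSO wells for no effect and DEVD-CHO caspase inhibitor wells for full effect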
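Assay system: Apoptosome proteins | Medium: pH 7.5 Hepes buffer with CHAPS, BSA, DTT | Also added: Cytochrome c and DEVD-Rh110 substrate | Times: 30 min plus 50 min, RT | Detection: Rhodamine 110 fluorescence at Ex 480/Em 540 nm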
PfGluPho inh: PfG6PD (Plasmodium falciparum) enzyme inhibition. PfGluPho enzyme, NADPH resazurin-diaphorase fluorescence. inhibition, % at 20 µM. 0.78% of 350,000 active;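 active = inhibition reaching at least a set limit at 20 µM in the primary screen, cut at about 59% in these data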;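 note: 0% = DMSO wells with substrate and 100% = DMSO wells lacking glucose-6-phosphate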
SENP8 block-2: blocks human SENP8 cleavage of Nedd8 substrate; Q96LD8; recombinant SENP8, Nedd8 substrate fluorescence; inhibition, % at 20 µM; 0.64% of 360,000 active; AID 602440; in the data active = inhibition mostly above about 40%, no sharp cut-off; inactive = mostly below about 27%
SENP1 inh: inhibitors of human SENP1 SUMO protease catalytic domain. recombinant SENP1 catalytic domain, CyPet-SUMO1-YPet FRET cleavage. inhibition, % at 10 µM. 0.21% of 360,000 active;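 active = inhibition at least 30% at 10 µM, raw YFP signal under a set limit, fluorescence ratio 0.5 to 1.5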;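 note: 0% = enzyme with DMSO and 100% = no enzyme wells; some results filed as inactive read as strong as hits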
Target sequence (Q9P0U3 419-644 limits assumed): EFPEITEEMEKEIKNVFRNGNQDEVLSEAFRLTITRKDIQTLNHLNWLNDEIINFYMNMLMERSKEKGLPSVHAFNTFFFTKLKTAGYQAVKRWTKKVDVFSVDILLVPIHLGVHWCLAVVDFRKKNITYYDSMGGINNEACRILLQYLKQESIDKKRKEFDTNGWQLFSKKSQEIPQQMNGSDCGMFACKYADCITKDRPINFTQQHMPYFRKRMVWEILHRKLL
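material = recombinant human SENP1 catalytic domain, His6-tagged | quantity = 20 pM enzyme | reagent = 25 nM SUMO1 FRET substrate | compound dosing = 10 µM single point, 0.5% DMSO | timing = 50 min enzyme reaction, room temperature, light-protected | detection = FRET, CFP and YFP emission | control set = no-enzyme low, enzyme-DMSO high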
Numbers without * were called inactive; / = not tested or not shown. No enrichment for hits; 3.6% or so of the library scored in one or more.

SMILES	SENP7 block	SENP8 block-1	HKDC1 inh	SENP6 inh	Apaf1 inhib	PfGluPho inh	SENP8 block-2	SENP1 inh
C=CCOC(=O)C1=C[C@H](c2ccc(C(F)(F)F)cc2)C[C@H](OCCCCO)O1	0.5	-7.9	1.3	-14.8	22.1	8.4	8.1	0.6
CC1CCCN(C(=O)CCCNC(=O)c2ccc(Cl)cc2)C1 (stereo unspecified)	2.8	1.3	-7.9	0.6	-5.2	-1.8	7.6	-0.2
CN(Cc1ccccc1)c1nc2nonc2nc1N1CCCC(CN2CCCC2=O)C1 (stereo unspecified)	3.0	-2.6	-4.8	-5.3	-11.4	-13.8	27.3	0.9
COc1ccc(-c2cccc(C(=O)Nc3ccc(C)cc3)c2)cc1	3.2	5.4	-0.3	-2.7	8.6	3.6	7.5	1.0
Cc1ccccc1-c1nnc(SCC(=O)NC2CCCC2)o1	2.4	-4.7	1.6	-21.2	-0.4	-6.2	-3.9	0.7
O=C(C1CC1)N1CCc2cc(Br)c(S(=O)(=O)N3CCCCCC3)cc21	/	/	9.3	/	/	-14.3	8.7	-1.7
Cc1ccc2c(c1)cc(CN(Cc1ccco1)C(=O)COc1ccccc1)c1nnnn12	-0.1	-5.0	-1.0	-9.3	20.7	2.4	12.3	1.9
S=C(Nc1cccc(Cl)c1)N1CCOCC1	-3.0	-3.4	-8.8	-6.5	-1.1	5.9	14.7	2.2
Cc1cc(NC(=O)CCC(=O)N(Cc2ccco2)C2(C(=O)NC3CCCC3)CCC(C)CC2)no1 (stereo unspecified)	0.6	-0.6	0.5	-15.3	20.8	-10.1	2.9	-0.1
CCN(CC)S(=O)(=O)c1ccc(N2CC(C(=O)NCCC3=CCCCC3)CC2=O)cc1 (stereo unspecified)	-3.2	-14.5	-0.5	-0.8	13.5	-1.8	7.3	-1.7
COCCCNC(=O)CCn1nc(-c2ccc(Cl)cc2)ccc1=O	3.7	0.4	0.6	1.4	-2.2	-0.1	-0.2	-0.5
CCc1ccc(/C=C/c2c[nH]c3ccccc23)[n+](CC)c1	5.5	-0.8	-2.2	-4.5	5.2	-1.5	12.3	-26.7
CC(C)CCN1C(Nc2ccccc2)=NC[C@@H]1C	-0.1	10.6	-0.8	0.1	-1.3	1.4	5.0	8.4
COc1ccc(-c2cc(C(=O)N3CCCC3)c3ccccc3n2)cc1	8.6	-13.5	-4.8	-11.0	-9.2	-4.7	-353.2	-1.8
Fc1ccc(CN2CCCCCC2)c(F)c1	8.7	-0.5	-3.8	3.6	0.3	-9.8	19.2	-1.1
CC1CCCCN1CCNC(=O)C1CCCN(c2ncnc3c2nc2n3CCCCC2)C1 (stereo unspecified)	3.7	-1.5	-2.7	-11.0	1.6	5.4	11.0	-5.1
O=C(O)C1C2CCC(O2)C1C(=O)Nc1cccc(Cl)c1 (stereo unspecified)	-3.3	-1.4	1.5	-9.6	-15.4	-2.3	11.0	-0.2
Cc1ccc(C(=O)C2=C(O)C(=O)N(Cc3cccnc3)C2c2ccc(N(C)C)cc2)o1 (stereo unspecified)	2.4	9.5	0.1	8.3	-6.3	5.5	-0.6	-82.8
COc1ccc(CNC(=O)c2cccnc2SC)cc1OC	-2.0	-7.1	-13.4	6.4	4.8	11.4	7.7	-1.1
CCCCn1c(SCC(=O)NCc2ccco2)nnc1-c1ccco1	-5.3	-15.3	-1.5	2.1	-5.1	-9.5	13.4	0.2
Cc1ccc(S(=O)(=O)Nc2cc3c(cc2N2CCOCC2)n(C)c(=O)c(=O)n3C)cc1	0.2	0.9	1.7	-8.0	-0.4	10.3	-21.6	1.5
Cc1ccc(NC(=O)CSc2nc3c([nH]c4ccccc43)c(=O)n2C)cc1	0.3	5.5	-4.1	6.3	-20.8	4.5	-6.9	1.8
O=C(Nc1cccc(Cl)c1)Nc1ccon1	15.1	-13.2	5.7	-4.8	13.6	9.4	5.2	0.6
COc1ccc(C2CC(=O)c3cnc(N4CCc5ccccc54)nc3C2)cc1OC (stereo unspecified)	11.5	-4.4	/	-9.2	6.1	/	/	/
CN(CC(O)COc1ccccc1F)C1CCCCC1 (stereo unspecified)	3.5	-6.4	-3.0	-13.8	-0.6	-13.2	7.5	0.0
O=C(/C=C/c1cccs1)Nc1cccc(NC(=O)/C=C/c2cccs2)n1	-8.3	-10.9	4.9	5.9	15.4	14.2	-49.4	-3.8
O=C(N/N=C/c1ccccc1)c1[nH]c2ccc(Br)cc2c1-c1ccccc1	5.1	-2.6	-4.2	-2.6	-1.3	23.1	-140.8	2.6
CC(=O)Nc1cccc(CP(=O)(c2ccccc2)c2ccccc2)c1	4.5	1.0	-6.0	-12.7	-6.1	-1.8	-5.4	-2.1
Cc1ccc(N2CC(C(=O)OCC(=O)Nc3ccc(Cl)cc3)CC2=O)cc1 (stereo unspecified)	-0.9	5.7	-5.8	2.1	-4.4	6.0	5.9	0.4
Cn1c(=O)c2c(ncn2CCN(CCO)Cc2ccccc2)n(C)c1=O	5.3	12.3	0.5	-3.0	-4.5	3.1	24.7	-1.0
Nc1c(N(Cc2ccco2)C(=O)c2cccc(Cl)c2)c(=O)[nH]c(=O)n1Cc1ccccc1	6.3	-0.6	-1.2	-3.9	1.2	0.0	-19.0	-18.3
CCN(CC(=O)Nc1cc(Cl)ccc1C)C(=O)CSCc1ccccc1	1.5	13.8	1.4	-16.3	13.3	21.5	3.5	-0.7
O=[N+]([O-])c1ccc(SNc2ccccc2)c([N+](=O)[O-])c1	/	/	5.6	/	/	26.5	34.0	2.5
N#Cc1cc(-c2ccc(Cl)cc2)cnc1Sc1ccc(F)cc1	-2.8	-5.3	-4.0	-2.9	4.5	6.7	9.7	1.8
COc1cccc(C2CC(c3ccc(NS(C)(=O)=O)cc3)=NN2C(=O)c2ccccc2)c1OC (stereo unspecified)	-7.8	0.7	-6.3	2.3	17.1	7.9	-6.8	-10.7
COc1ccc(-c2[nH]ncc2CN(C)CCCN2CCOCC2)cc1F	1.0	6.1	2.2	-23.6	3.3	-12.7	5.4	-0.6
C/C(=N\Nc1c([N+](=O)[O-])c(C)nn1C)c1ccc(F)cc1F	-7.8	-6.3	-8.7	-27.1	-4.4	0.1	16.0	0.0
COc1ccc(C(=O)Oc2c(CN3CCOCC3)cc(Cl)c3cccnc23)cc1OC	-8.3	4.3	0.7	-5.5	15.9	-3.1	/	/
CNC(=S)NNC(=O)COc1cccc(C)c1C	-1.8	-3.8	-0.2	-4.6	-2.9	-0.8	14.3	3.4
COc1cc(/C=C/c2ccc3cccc(O)c3n2)cc(Br)c1OC	-17.0	1.6	-0.1	17.4	7.4	34.9	-76.9	9.4

The final five records of the part before come first, to join the parts:
SMILES	SENP7 block	SENP8 block-1	HKDC1 inh	SENP6 inh	Apaf1 inhib	PfGluPho inh	SENP8 block-2	SENP1 inh
COc1ccc(-c2[nH]ncc2CN(C)CCCN2CCOCC2)cc1F	1.0	6.1	2.2	-23.6	3.3	-12.7	5.4	-0.6
C/C(=N\Nc1c([N+](=O)[O-])c(C)nn1C)c1ccc(F)cc1F	-7.8	-6.3	-8.7	-27.1	-4.4	0.1	16.0	0.0
COc1ccc(C(=O)Oc2c(CN3CCOCC3)cc(Cl)c3cccnc23)cc1OC	-8.3	4.3	0.7	-5.5	15.9	-3.1	/	/
CNC(=S)NNC(=O)COc1cccc(C)c1C	-1.8	-3.8	-0.2	-4.6	-2.9	-0.8	14.3	3.4
COc1cc(/C=C/c2ccc3cccc(O)c3n2)cc(Br)c1OC	-17.0	1.6	-0.1	17.4	7.4	34.9	-76.9	9.4
COc1cc(OC)cc(C(=O)NC(C(=O)NCc2ccccn2)C(C)C)c1 (stereo unspecified)	6.9	-2.2	-0.6	-0.1	2.0	-8.9	7.1	1.3
CCNc1nc(NCC)n2c(SCC(=O)Nc3ccc(F)cc3)nnc2n1	3.7	-1.1	5.2	-11.0	0.0	2.6	7.0	0.0
CC(NC(=O)c1ccccc1)c1nnc(SCc2nc3ccccc3c(=O)[nH]2)n1C (stereo unspecified)	9.9	-1.1	-10.9	-0.2	-7.4	-1.1	3.0	-1.5
O=C(Nc1ccc([N+](=O)[O-])cc1)C1CC1(c1ccccc1)c1ccccc1 (stereo unspecified)	-0.3	3.1	-8.6	-1.5	0.5	30.4	17.3	4.7
COc1ccccc1OCCn1ccnc1	11.0	-11.7	-6.5	-3.7	-8.8	-6.2	19.0	0.2
O=C(/C=C/c1ccc2ccccc2n1)c1cc(Br)ccc1O	0.7	-13.8	6.2	-3.7	-0.8	16.1	7.1	-37.4
CCCCn1c(CCCNC(=O)c2ccco2)nc2ccccc21	-3.0	-0.9	-8.9	7.2	13.7	13.3	2.2	0.2
Cc1ccsc1C(=O)NNC(=O)COc1ccccc1Cl	0.9	6.5	1.9	0.6	0.3	-15.7	16.3	0.1
CCN(CC)S(=O)(=O)c1ccc(Cl)c(NC(=O)CCCCl)c1	-11.0	-3.4	-5.4	-14.8	-1.8	-8.4	12.3	1.0
COc1ccc(N2CCN(C(=S)Nc3ccccc3OC)CC2)cc1	6.7	1.2	0.6	17.3	-10.8	-4.3	6.6	0.7
Cc1ccc(C(=O)N(C)CCOc2ccccc2)cc1S(=O)(=O)N1CCCCC1	-1.5	-4.6	-2.8	-1.0	18.4	13.3	1.9	-0.3
CCC(C)[C@H]1CNCCN1CCc1cc(C(F)(F)F)cc(C(F)(F)F)c1 (stereo partly specified)	-1.4	-2.4	-3.2	-6.3	19.0	-12.3	15.6	-1.1
CCCN1C(=O)C2(/C(=C(\O)c3ccc4c(c3)OCCO4)C(=O)C(=O)N2CCCOC)c2ccccc21 (stereo unspecified)	-0.1	2.0	-2.0	-0.5	2.0	-16.2	1.8	1.8
CCN1CCN(C(C)C(=O)NC2CCCCC2)CC1 (stereo unspecified)	-3.5	-1.1	-7.5	-6.8	6.6	-6.0	12.2	1.5
O=C(Nc1ccccc1)Nc1cccc(Cl)c1	55.4*	34.9	-7.7	59.7*	3.6	16.2	14.8	2.5
O=C(C1CCN(S(=O)(=O)Cc2ccccc2)CC1)N1CCN(c2ncccn2)CC1	0.9	-0.2	-4.5	-8.0	-3.8	-1.9	-0.8	1.0
O=C1CSC(c2cccnc2)N1c1ccc(Cl)cc1 (stereo unspecified)	-8.6	-11.4	-3.5	-22.0	5.0	0.3	8.1	0.1
N=c1c2c(ncn1Cc1ccco1)Oc1ccc3ccccc3c1C2c1ccccc1 (stereo unspecified)	7.7	-5.6	-2.5	-8.1	13.9	20.4	11.5	-0.3
CSc1ccc(CNC(=O)C2Cc3cc(S(=O)(=O)N4CCCC4)ccc3N2C(C)=O)cc1 (stereo unspecified)	-2.6	-12.1	-2.3	-14.3	6.5	-5.5	6.5	-1.2
O=C(Nc1ccc(Cl)cc1)c1cnc(-c2ccccc2)nc1-c1ccccc1	-1.3	-1.4	-7.8	-4.5	9.6	4.4	36.6	0.4
CC1CCCCC1NC(=O)CN1CCN(Cc2ccccc2Cl)C1=O (stereo unspecified)	11.6	-1.9	-8.0	-16.2	3.3	1.6	20.1	1.0

Structures listed above shown as hits in SENP7 block:
canonical_smiles | SENP7 block | HKDC1 inh | SENP6 inh | PfGluPho inh | SENP1 inh
O=C(Nc1ccccc1)Nc1cccc(Cl)c1 | 55.4* | -7.7 | 59.7* | 16.2 | 2.5
